BRCA1 expr up: qHTS Assay to Identify Small Molecule Activators of BRCA1 Expression. MCF7-BRCA1-FFLuc reporter, luminescence, 48 h; response scale: scaled: vehicle 0%, 10 µM genistein 100%. Potency, µM (highest dose often 46.1 µM), without a hit: top-dose activation, actives largely listed as activators. 1.1% of 380,000 active. AID 624202, 2012; further: nearly all actives have a fitted effect of over 80% in size; some results filed as inactive show a strong effect at the top dose
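MCF7-BRCA1-FFLuc cells, 2000/well in phenol-red-free MEM, attached 2 h then treated 48 h at 37 C. Luciferase luminescence read 15 min after reagent; normalized to genistein maximum activation (10microM) and DMSO, concentration-response fitted.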
FLuc counter: qHTS profiling assay for firefly luciferase inhibitor/activator using purifed enzyme and Km concentrations of substrates (counterscreen for miR-21 project); 6.9% of 360,000 active; AID 588342, 2011; purified FLuc, Km substrates, luminescence inhibition; Luciferin 4-monooxygenase (Photinus pyralis), P08659; Potency, µM (highest dose often 57.5 µM), for inactives: top-dose activity change, negative = inhibition, actives largely listed as inhibitors;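 further: plate controls were vehicle for no effect and reference inhibitor for full effect; nearly all actives have a fitted effect of over 55% in size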
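Biochemical qHTS of compounds, final roughly 60 µM downward over six points, against 10 nM purified firefly luciferase using Km concentrations of substrates (10 uM D-luciferin, 10 uM ATP) in Tris acetate pH 7.5 buffer; luminescence output.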
p53 reactivation: qHTS assay for re-activators of p53 using a Luc reporter; H1299 p53-A138V BP100-luciferase reporter, luminescence, 24 h; Potency, µM (titrated, usually from 92.2 µM), without a hit: top-dose activity change, positive = activation, actives largely listed as activators; 0.063% of 320,000 active; further: % of control where 0% means no effect; nearly all actives have a fitted effect of over 45% in size
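H1299 (p53-null), stable ts p53-A138V + BP100-Luc; 1000 cells/well, Opti-MEM/10% FBS; cpd 4 pt, 1:5; 24 h, 37 deg C, 5% CO2; detection reagent 10 min RT; luminescence.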
VP16 counter: VP16 counterscreen qHTS for inhibitors of ROR gamma transcriptional activity | Drosophila S2 Gal4-VP16 UAS-luciferase, luminescence, 20 h | Potency, µM (titrated, usually from 53.6 µM), without a hit: top-dose activity, negative = inhibition, most hits filed as inhibitors | 3.5% of 310,000 active | AID 2546, 2010;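 further: Gal4-VP16 expression switched on by copper sulfate through the metallothionein promoter; on the % scale 0 is the no-effect control and ±100 the full control effect; nearly all actives have a fitted effect of over 50% in size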
MBNL1-CUG inh: qHTS Assay for Inhibitors of MBNL1-poly(CUG) RNA binding. Muscleblind-like protein 1 (Homo sapiens), Q9NR56. TR-FRET MBNL1-His/biotin-(CUG)12 binding, 665/545 ratio. Potency, µM (doses to about 57.5 µM), for the others: at the top dose activity change, negative = inhibition, actives largely listed as inhibitors. 0.036% of 280,000 active; active means well fitted inhibition curve with a large enough effect in the signal ratio, with a control signal flat, not every such curve was filed as active; inconclusive means small, poorly fitted or top-dose-only effect, or effect the other way, or a change in a side signal; inactive means no such curve, though single readings can be large or run the other way; the % refers to the signal ratio; further: on the % scale 0 is the no-effect control and ±100 the full control effect
Target sequence (Q9NR56 whole entry, looked up): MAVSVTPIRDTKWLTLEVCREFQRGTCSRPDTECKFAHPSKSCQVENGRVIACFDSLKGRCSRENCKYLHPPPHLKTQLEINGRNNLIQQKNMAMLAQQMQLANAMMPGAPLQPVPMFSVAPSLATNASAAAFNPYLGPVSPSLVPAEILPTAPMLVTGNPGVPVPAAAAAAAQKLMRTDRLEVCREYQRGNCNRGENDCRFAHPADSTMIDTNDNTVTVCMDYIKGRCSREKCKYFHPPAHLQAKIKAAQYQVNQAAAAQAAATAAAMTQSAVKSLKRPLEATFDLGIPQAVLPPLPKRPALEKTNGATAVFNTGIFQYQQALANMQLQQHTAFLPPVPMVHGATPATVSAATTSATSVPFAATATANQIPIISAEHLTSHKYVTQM
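Ratiometric TR-FRET (665 over 545 nm, excitation 340 nm) tracks disruption of MBNL1-His/biotin-(CUG)12 complex after 60 min at room temperature, with compounds at 92 nM to 58 uM final.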
RORg inh: qHTS for inhibitors of ROR gamma transcriptional activity; Nuclear receptor ROR-gamma (Mus musculus), P51450; Drosophila S2 Gal4-RORgamma UAS-luciferase reporter, 20 h; Potency, µM (titrated, usually from 53.6 µM), without a hit: at the top dose activity change, negative = inhibition, most hits filed as inhibitors; 5.4% of 310,000 active; AID 2551, 2010; further: on the % scale 0 is the no-effect control and ±100 the full control effect; nearly all actives have a fitted effect of over 60% in size
Target sequence (P51450 whole entry, looked up, the tested form may be a part): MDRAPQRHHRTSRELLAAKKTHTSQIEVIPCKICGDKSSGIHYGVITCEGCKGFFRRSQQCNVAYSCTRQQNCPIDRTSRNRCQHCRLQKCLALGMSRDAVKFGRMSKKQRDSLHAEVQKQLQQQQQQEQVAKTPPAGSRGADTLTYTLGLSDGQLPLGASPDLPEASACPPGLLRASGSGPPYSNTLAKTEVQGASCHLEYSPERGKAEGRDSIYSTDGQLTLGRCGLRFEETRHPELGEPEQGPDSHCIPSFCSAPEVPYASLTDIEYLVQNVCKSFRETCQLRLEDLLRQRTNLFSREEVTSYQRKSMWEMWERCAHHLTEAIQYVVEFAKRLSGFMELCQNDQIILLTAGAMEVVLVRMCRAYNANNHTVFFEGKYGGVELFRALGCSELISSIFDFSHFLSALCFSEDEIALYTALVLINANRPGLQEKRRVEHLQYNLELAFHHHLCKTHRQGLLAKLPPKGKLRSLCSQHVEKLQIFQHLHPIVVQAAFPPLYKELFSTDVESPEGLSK
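Read-out: Photinus luciferase luminescence; inhibitors lower reporter signal. Insect Schneider cells with Gal4-ROR gamma fusion under metallothionein promoter, UAS reporter; 700 uM final copper sulfate induction, 20 hr, ambient temperature.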
Rab9 prom act: qHTS Assay for Rab9 Promoter Activators. AID 485297, 2010. Potency, µM (titrated, usually from 9.22 µM), without a hit: at the top dose activation, negative = inhibition, usual class: activators. 2.8% of 320,000 active. Huh7 Rab9 promoter-luciferase reporter, luminescence, 24 h; further: % of control where 0% means no effect; nearly all actives have a fitted effect of over 60% in size
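Cell-based reporter: Huh7 stable for Rab9 promoter-driven luciferase, plated in reduced-serum medium with 10% FBS at 1500 cells/well, compound-treated 24 h at 37 °C, luminescence read after 10 min reagent.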
NPC1 promoter act: qHTS Assay for NPC1 Promoter Activators. Huh7 NPC1 promoter luciferase reporter, 24 h. Potency, µM (top dose mostly 9.22 µM), inactives show top-dose activation, hits mostly activators. 2.4% of 320,000 active;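 further: % of control where 0% means no effect; nearly all actives have a fitted effect of over 60% in size; reporter is driven by a mutant NPC1 promoter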
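Quantitative HTS used a cell-based reporter: Huh7 cells stably bearing the NPC1 promoter upstream of luciferase were treated with compounds for 24 h, and promoter activation was read as luminescence.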
uPA surface inh: qHTS for Inhibitors of Cell Surface uPA Generation. cell surface uPA generation assay, qHTS. Potency, µM (highest dose often 38.3 µM), for the others: top-dose activity change, negative = inhibition, usual class: inhibitors. 0.31% of 330,000 active; active means well fitted inhibition curve with a large enough effect; inconclusive means small, poorly fitted or top-dose-only effect; inactive means no such curve, though single readings can be large or run the other way; tested in mouse RAW 264.7 cells; further: on the % scale 0 is the no-effect control and ±100 the full control effect; nearly all actives have a fitted effect of over 55% in size
ELG1 genotoxic: qHTS screen for small molecules that induce genotoxicity in human embryonic kidney (HEK293T) cells expressing luciferase-tagged ELG1; HEK293T ELG1-luciferase reporter, luminescence, 16 h; Potency, µM (top dose mostly 46 µM), for inactives: top-dose activity change, positive = activation, most hits filed as activators; 1.3% of 330,000 active; further: % of control where 0% means no effect; nearly all actives have a fitted effect of over 60% in size
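Quantitative HTS format in 1536-well plates. HEK293T ELG1-luciferase reporter cells receive test compound and are incubated 16 hr at 37 °C, 5% CO2; ONE-Glo added, 30 min room temperature, then luminescence read.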
CXXC DNA block: qHTS Fluorescence Polarization Assay for Inhibitors of MLL CXXC domain - DNA interaction; AID 2662, 2010; MLL-CXXC / FITC-HOXA9 DNA fluorescence polarization; Histone-lysine N-methyltransferase 2A (Homo sapiens), Q03164; Potency, µM (highest dose often 115 µM), for inactives: top-dose activity change, negative = inhibition, actives largely listed as inhibitors; 0.037% of 290,000 active; active means well fitted inhibition curve with a large enough effect in the polarisation, with a control signal flat, not every such curve was filed as active; inconclusive means small, poorly fitted or top-dose-only effect, or effect the other way, or a change in a side signal; inactive means no such curve, though single readings can be large or run the other way; the % refers to the polarisation
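Purified MLL-CXXC (added from a 7 uM solution) was preincubated 5 min at ambient with pinned compounds in 50 mM Tris-HCl pH 7.5, 50 mM NaCl, 1 mM DTT, 0.05% BSA. Fluorescein-labeled HOX-A9 DNA (50 nM solution) followed, 30 min, then polarization read.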
* marks the source's active call; other numbers are inactive results; ? = inconclusive; . = not tested or not shown; [ ] = another dose, or the depositor's remark. Unless noted, the call rests on the fitted dose curve; in most records, active means well fitted curve in the direction sought with a large enough effect; inconclusive means small, poorly fitted or top-dose-only effect, or another doubt; inactive means no such curve, though single readings can be large; an effect the other way counts as inactive or inconclusive. Potency means the concentration at half of the fitted maximal effect. Not all compounds are listed, so the mix of outcomes need not match the whole.

SMILES	BRCA1 expr up	FLuc counter	p53 reactivation	VP16 counter	MBNL1-CUG inh	RORg inh	Rab9 prom act	NPC1 promoter act	uPA surface inh	ELG1 genotoxic	CXXC DNA block
O=C1C2C3C=CC(CNS(=O)(=O)c4ccccc4)(O3)C2C(=O)N1c1ccc(Cl)cc1 (configuration not stated)	-13%	-3%	12%	?	-4%	-106%	-1%	3%	-8%	0%	10%
O=C(NNc1ccc([N+](=O)[O-])cc1)Nc1ccccc1	-16%	21µM*	.	15%	?	23%	0%	3%	?	3%	-6%
Cc1c(C(=O)NC(=S)Nc2ccccc2N2CCCC2)cccc1[N+](=O)[O-]	-32%	4%	0%	-100%	.	?	0%	-1%	-1%	-1%	2%
C/C(=N\O)c1cc(Cl)ccc1O	11%	-12%	-4%	-2%	.	?	0%	1%	13%	2%	-1%
CCCCOCCCNC(=O)C1CCCCC1	-1%	0%	-1%	-6%	-7%	-4%	-2%	-1%	4%	-10%	9%
CC(=O)COc1ccc2c(C)c(-c3ccccc3)c(=O)oc2c1	-2%	17µM*	16%	?	.	-3%	3.2µM*	?	-9%	7%	?
COC(=O)CSc1nnc(CNC(=O)c2ccc(S(=O)(=O)N3CCCCC3)cc2)n1C	2%	4%	-9%	0%	-4%	-1%	-2%	2%	.	-4%	16%
CCCOc1cccc(C(=O)N(Cc2ccc(OC)c(OC)c2)C2CCS(=O)(=O)C2)c1 (configuration not stated)	12%	6%	1%	9%	-5%	12%	-4%	0%	.	-3%	7%
O=C(COc1ccccc1)NCC(c1ccco1)N1CCN(c2ccc(F)cc2)CC1 (configuration not stated)	-14%	-1%	-5%	.	.	.	3%	-4%	0%	-6%	.
COc1ccc(N2CC(C(=O)N3CCN(c4ccccc4OC)CC3)CC2=O)cc1 (configuration not stated)	5%	-1%	-4%	-8%	8%	-1%	0%	2%	-3%	-14%	-4%
CCCOC(=O)c1ccc(NC(=O)c2cnccn2)cc1	10µM*	?	?	16%	-2%	29%	?	?	3%	19%	10%
COc1ccc(S(=O)(=O)NCCSc2ccc(C)cc2)cc1OC	-15%	-7%	2%	-4%	3%	14%	1%	4%	-7%	-5%	-3%
O=C(NCc1ccccc1)c1ccc(CN2CCOCC2)cc1	1%	-8%	6%	7%	-7%	42%	2%	10%	-10%	3%	12%
Cc1cccc(NC(=O)c2cc(S(=O)(=O)N3CCCC3)cn2C)c1	-32%	4%	.	-7%	-2%	-26%	-3%	-3%	6%	5%	.
Cc1ccc2cc(C#N)c(N3CCCN(C(=S)NCCCN(C)C)CC3)nc2c1	-37%	0%	.	-4%	17%	-32%	3%	-5%	-6%	1%	16%
Cc1ccc(NC(=O)c2ccco2)c(NC(=O)c2ccccc2C)c1	-9%	0%	2%	12%	-3%	8%	-2%	2%	-13%	0%	7%
Cc1cc(NC(=O)Nc2cccc(C(F)(F)F)c2)n(C)n1	-23%	-5%	-2%	3%	?	4%	-6%	-4%	4%	0%	10%
COc1ccccc1-c1cc(C(=O)NC(C)c2ccccc2)no1 (configuration not stated)	-21%	-23%	-1%	2%	-4%	38%	8%	1%	5%	-5%	-4%
O=C(NC(=S)Nc1ccccc1F)C1CCCCC1	.	?	?	7.9µM*	-6%	8.9µM*	7%	4%	.	?	4%
CCOc1ccc(NC(=O)C2CC(=O)N(C(C)C)C2)cc1 (configuration not stated)	4%	1%	10%	.	3%	-29%[0.365 µM]	-2%	2%	0%	5%	9%
N#Cc1c(N2CCOCC2)nc(N2CCCCC2)c2c1CCN(C1CCCCC1)C2	-11%	1%	-2%	2%	3%	-13%	0%	-1%	-2%	0%	-14%
COc1ccc([C@]23Cc4ccccc4C(O2)C2=C(CCCC2=O)O3)cc1	.	-2%[11.5 µM]	.	-2%[10 µM]	3%[11.5 µM]	-33%[10 µM]	2%[1.84 µM]	-1%[1.84 µM]	.	.	46%[activator][23 µM]
Fc1ccc(F)c(C2=NNC(=Nc3ccccc3F)SC2)c1	-54%	12µM*	?	?	?	?	30%	?	-5%	?	4%
COc1ccc(C(=O)N2CCN(c3ccc(NC(=O)Cc4ccccc4)cc3)CC2)cc1	-26%	0%	6%	2%	-1%	28%	-3%	0%	2%	-7%	37%[activator]
COC(=O)c1ccc(NC(=O)CN(c2ccc(OC)cc2)S(C)(=O)=O)cc1	11µM*	15µM*	?	26%	3%	?	2.5µM*	?	0%	?	11%
O=[N+]([O-])c1ccc(Cl)c(S(=O)(=O)Nc2ccc(-c3ccc(N4CCCC4)nn3)cc2)c1	-3%	21µM*	8%	.	.	.	-3%	-1%	-1%	6%	.
COc1ccc([C@@H]2[C@@H]3C(=O)N(C(C)(C)C)C(=O)[C@@H]3[C@]3(C)C(=O)N(c4cccc(Cl)c4)C(=O)N23)cc1	-18%	3%	-4%	.	.	.	-5%	10%	31%[activator]	1%	.
CCOC(=O)c1c(NC(=O)COc2ncnc3ccccc23)sc(C)c1C	-11%	-2%	8%	-9%	.	29%	1%	-1%	-5%	-6%	2%
Cc1ccc(S(=O)(=O)N2CCc3ccccc3C2)cc1	-18%	14%	.	-4%	6%	3%	0%	2%	-22%	7%	0%
O=C(CCC1CCCC1)Nc1cccc(Cc2ccncc2)c1	-6%	-17%	10%	6%	4%	6%	-5%	-2%	1%	0%	11%
Cc1nc(Nc2ccc(F)cc2)[nH]c(=O)c1CCC(C)C	-56%	-12%	14%	?	-12%	?	-4%	-2%	12%	-5%	-3%
COc1ccc(C)cc1NC(=O)C1C2C=CC(C2)C1C(=O)O (configuration not stated)	4%	-1%	-1%	?	1%	16%	5%	17%	-2%	-3%	2%
Cc1c2cnn(CC(=O)NCc3ccccn3)c(=O)c2c(C)n1Cc1ccccc1	-3%	-4%	7%	-3%	0%	0%	3%	-1%	8%	0%	.
CNC(=O)c1cc2cccc(OC)c2oc1=O	-22%	4%	-3%	10%	?	-7%	-3%	0%	-8%	9%	0%
COc1ccc(CC(=O)N(Cc2ccccc2)c2ccc(C)cc2)cc1OC	-20%	1%	-5%	-8%	-6%	-1%	2%	13%	5%	2%	-1%
Cn1cc(/C=C(\NC(=O)c2ccccc2Cl)C(=O)NCCCn2ccnc2)c2ccccc21	-1%	-11%	6%	-5%	?	1%	-3%	0%	-4%	-7%	-7%
O=C(CN1CCOC1=O)N1CCCC(N2CCN(c3cccc(C(F)(F)F)c3)CC2)C1 (configuration not stated)	16%	-1%	8%	6%	1%	-6%	7%	5%	3%	7%	9%
O=C(Nc1ccc(Cl)cc1)C1CC2CCCC(C1)C2=O (configuration not stated)	0%	0%	-2%	-1%	4%	-5%	-2%	2%	.	-2%	-3%
CC(C)(C)c1ccc(S(=O)(=O)N2CCN(CC(=O)N3CC(=O)Nc4ccccc43)CC2)cc1	-11%	2%	0%	.	.	.	-4%	5%	-10%	-1%	.
COc1ccc(NC(=O)CSc2ccc(-c3sc(C)nc3C)nn2)cc1OC	-28%	?	-2%	8%	?	-12%	-8%	1%	-6%	-23%	17%
O=c1[nH]c(N2CCN(Cc3ccccc3)CC2)nc2c1CCC2	5%	1%	5%	-7%	-23%	10%	-4%	-4%	5%	-4%	-2%
O=C1c2ccccc2C(=O)N1CC(O)COc1ccccc1Cl (configuration not stated)	18%	11µM*	.	-3%	20%	-1%	?	18%	8%	5%	4%
CCOC(=O)O[C@]1(C(=O)COC(=O)CC)CC[C@H]2[C@@H]3CCC4=CC(=O)C=C[C@]4(C)[C@H]3[C@@H](O)C[C@@]21C	-14%	-2%	-4%	.	.	.	0%	0%	7%	3%	.
CCN1CCN(CCCN(Cc2ccco2)C(=S)Nc2ccc(C)c(Cl)c2)CC1	-21%	-2%	-5%	0%	-4%	12%	4%	-4%	-3%	-2%	-1%

Bioassay records (PubChem)
